Compound activity deposited in PubChem BioAssay by National Center for Advancing Translational Sciences (NCATS).
KB-V1 cytotox: qHTS assay for MDR1-selective chemotherapeutics: Primary screen using the drug-selected MDR subline cells KB-V1; KB-V1 MDR cells viability, CellTiter-Glo, 72 h; 400,000 tested, 3.4% active; AID 1347076, 2019; Potency, µM (titrated, usually from 46.1 µM), for inactives: top-dose activity change, negative = cytotoxicity, hits mostly cytotoxic; further: on the % scale 0 is the no-effect control and ±100 the full control effect; nearly all actives have a fitted effect of over 60% in size
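Potencies derive from concentration-effect curves fitted to normalized luminescence (CellTiter-Glo) of KB-V1 cells treated for 72 h at 37 degrees C in phenol-red-free DMEM containing 10% FBS.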
HT1080NT lethal: qHTS for induction of synthetic lethality in tumor cells producing 2HG: qHTS for the HT-1080-NT fibrosarcoma cell line | 360,000 tested, 1.6% active | HT-1080-NT fibrosarcoma viability, CellTiter-Glo ATP luminescence, 48 h | Potency, µM (highest dose often 46.1 µM), for inactives: top-dose activity, negative = less viability, hits mostly cytotoxic | AID 686970, 2013;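 further: NT is the 2HG producing partner of a matched IDH1 knockdown line; 0% = DMSO-treated cells and -100% = media-only wells without cells; nearly all actives have a fitted effect of over 55% in size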
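750 cells/well, RPMI + 5% FBS; 2 h settle, compound pin-transfer, 48 h at 37 degrees C. CellTiter-Glo 10 min RT, luminescence. Normalized to DMSO and media-only wells.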
SW480 rerep: A quantitative high throughput screen for small molecules that induce DNA re-replication in SW480 colon adenocarcinoma cells. SW480 DNA re-replication, Hoechst DNA content imaging, 48 h. Potency, µM (titrated, usually from 46.1 µM), for inactives: at the top dose re-replication activation, actives largely listed as activators. 340,000 tested, 1.8% active. AID 624297, 2012; further: % of control where 0% means no effect; nearly all actives have a fitted effect of over 55% in size
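Image-based read-out: total Hoechst fluorescence of nuclei (405 nm excitation, 500-530 nm emission), with hits raising the fraction of high-intensity nuclei. SW480 colon cells incubated 48 hr with compounds at 37 C.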
TDP-43 yeast inh: qHTS of TDP-43 Inhibitors; TDP-43 expressing yeast growth rescue, BacTiter-Glo, 24 h; Potency, µM (doses to about 46.1 µM), for the others: at the highest dose growth rescue (activation), actives largely listed as activators; 410,000 tested, 1.8% active; AID 652104, 2013; further: % of control where 0% means no effect; nearly all actives have a fitted effect of over 50% in size
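Growth rescue of TDP-43-toxic yeast measured as ATP luminescence (BacTiter-Glo). Cells grown to mid-log in raffinose, induced in galactose at OD600=0.02, exposed to compound 24 hr at 30 deg C.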
KB-3-1 cytotox: qHTS assay for MDR1-selective chemotherapeutics: Primary screen using the parental adenocarcinoma cell KB-3-1; KB-3-1 viability, CellTiter-Glo ATP luminescence, 72 h; Potency, µM (series often up to 46.1 µM), without a hit: top-dose activity change, negative = cytotoxic, hits mostly cytotoxic; 400,000 tested, 1.4% active; AID 1347075, 2019; further: on the % scale 0 is the no-effect control and ±100 the full control effect; nearly all actives have a fitted effect of over 60% in size
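Parental KB-3-1 viability, qHTS format: 72 h compound exposure, 37 °C; CellTiter-Glo; media-only wells and DMSO plates as controls; concentration-effect fits on corrected data.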
HT1080 IDH1KD tx: qHTS for induction of synthetic lethality in tumor cells producing 2HG: qHTS for the HT-1080-IDH1KD cell line; HT-1080 IDH1 knockdown viability, ATP luminescence, 48 h; Potency, µM (titrated, usually from 46.1 µM), for inactives: at the highest dose activity, negative = toxicity, most hits filed as cytotoxic; 360,000 tested, 2% active; AID 686971, 2013;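 further: 0% = DMSO wells and -100% = cell-free medium wells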
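Using the IDH1-knockdown HT-1080 line run in the same batch and compound series as the NT line, viability after 48 h at 37 °C was determined by CellTiter-Glo luminescence and expressed as % activity.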
GLP1R cytotox: qHTS of GLP-1 Receptor Inverse Agonists: Cytotox Screen | HEK293 cAMP-luciferase reporter cells, luminescence, 24 h | Potency, µM (highest dose often 38.3 µM), without a hit: top-dose activity change, negative = inhibition, most hits filed as inhibitors | 410,000 tested, 0.13% active;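 further: loss of luciferase light is scored as toxicity; on the % scale 0 is the no-effect control and ±100 the full control effect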
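To flag toxic compounds, the library was rerun on cells for 24 hr at 37 deg C and 5% CO2. Viability-linked luminescence was captured 12 min after adding luciferase detection reagent.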
GLP-1R inv ag: qHTS of GLP-1 Receptor Inverse Agonists (Inhibition Mode) | Glucagon-like peptide 1 receptor (Homo sapiens), P43220 | HEK293 GLP-1R CRE-luciferase, luminescence, 24 h; GLP-1R form is constitutively active | AID 624417, 2012 | 410,000 tested, 1.6% active | Potency, µM (top dose mostly 38.3 µM), without a hit: at the highest dose activity change, negative = inhibition, most hits filed as inhibitors; further: on the % scale 0 is the no-effect control and ±100 the full control effect; nearly all actives have a fitted effect of over 55% in size
Target sequence (P43220 whole entry, looked up): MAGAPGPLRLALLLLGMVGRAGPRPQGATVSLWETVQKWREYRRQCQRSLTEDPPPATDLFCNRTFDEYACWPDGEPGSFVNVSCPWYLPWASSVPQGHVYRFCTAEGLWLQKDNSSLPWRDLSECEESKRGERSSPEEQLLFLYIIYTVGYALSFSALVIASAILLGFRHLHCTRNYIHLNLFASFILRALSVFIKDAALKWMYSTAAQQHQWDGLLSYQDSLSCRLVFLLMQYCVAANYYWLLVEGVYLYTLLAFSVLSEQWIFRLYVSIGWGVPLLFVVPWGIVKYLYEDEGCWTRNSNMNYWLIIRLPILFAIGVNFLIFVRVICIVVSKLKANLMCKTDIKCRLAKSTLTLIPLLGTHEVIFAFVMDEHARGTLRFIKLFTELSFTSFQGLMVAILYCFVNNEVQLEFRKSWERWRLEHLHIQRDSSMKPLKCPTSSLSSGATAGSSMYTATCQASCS
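Constitutively active GLP-1R drives a cAMP-responsive luciferase in stably transfected HEK293 cells; test compounds are added after overnight (12 h) attachment and left 24 hr, and signal loss in luminescence marks inhibition.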
GLP1R ag: qHTS of GLP-1 Receptor Agonists. Glucagon-like peptide 1 receptor (Homo sapiens), P43220. 380,000 tested, 0.007% active. AID 624172, 2012. Potency, µM (titrated, usually from 45.6 µM), inactives show top-dose activation, usual class: activators. HEK293 GLP-1R CRE-luciferase, luminescence, 4-6 h; cells express a hypersensitive GLP-1R form; further: % of control where 0% means no effect
An asterisk follows results filed as active; ? = inconclusive; . = not tested or not shown; [ ] = another dose, or the depositor's remark. The call rests on the fitted dose curve; in most records, active means well fitted curve in the direction sought with a large enough effect; inconclusive means small, poorly fitted or top-dose-only effect, or another doubt; inactive means no such curve, though single readings can be large; an effect the other way counts as inactive or inconclusive. Potency means the concentration at half of the fitted maximal effect.

no. | compound | KB-V1 cytotox | HT1080NT lethal | SW480 rerep | TDP-43 yeast inh | KB-3-1 cytotox
1 | COc1ccccc1Cn1c(=O)c2ccccc2n2c(Sc3ncnc4sccc34)nnc12 | ? | ? | 21µM* | 0% | ?
2 | Nc1c(C(=O)Nc2ccc(Cl)cc2F)sc2nc(-c3cccs3)ccc12 | 1% | . | . | 25% | 0%
3 | CC(=O)Nc1ccc(S(=O)(=O)N2CCN=C2c2ccccc2)cc1 | -1% | -4% | -1% | 2% | 4%
4 | COc1ccc(CN(C)C(C)C(=O)Nc2ccc(S(=O)(=O)N3CCCCC3)cc2)c(OC)c1 (stereo not drawn) | -14% | -20% | ? | -10% | -21%
5 | CCCn1c(=O)c(C(=O)Nc2ccccc2C(=O)OC)c(O)c2ccccc21 | ? | -4% | -1% | -11% | ?
6 | COc1ccc(C(=O)NCCN2CCN(C(=O)c3ccc(OC)c(OC)c3)CC2)cc1OC | 6% | 5% | -5% | 1% | 15%
7 | Cn1nc(C(C)(C)C)cc1C(=O)NNC(=O)c1cccc(Cl)c1 | -24% | ? | -20% | 5% | 0%
8 | Cc1cc(C(=O)N/N=C/c2ccc([N+](=O)[O-])cc2)c2ccccc2n1 | -14% | 18µM* | 13µM* | 13% | 5.8µM*
9 | CC(=O)Nc1ccc(OC(=O)N2CCCC2)cc1 | 3% | 9% | -7% | 10% | 1%
10 | Cc1c(C)c2ccc(OCC(=O)Nc3nccs3)cc2oc1=O | -4% | 0% | -4% | 10% | -19%
11 | CCC(C(=O)NCc1ccco1)N(C(=O)CNS(=O)(=O)c1ccccc1)c1ccc(F)cc1 (stereo not drawn) | ? | 8% | -4% | -23% | 2%
12 | CC1(c2nnnn2Cc2ccccc2)CCC(=O)N1Cc1ccco1 (stereo not drawn) | 0% | 18% | . | 12% | 13%

no. | HT1080 IDH1KD tx | GLP1R cytotox | GLP-1R inv ag | GLP1R ag
1 | ? | -17% | -21% | -16%
2 | . | 167%[activator] | 5% | .
3 | 0% | 3% | 29% | -1%
4 | -20% | 18% | ? | 17%
5 | -3% | 23% | -23% | 4%
6 | 6% | -3% | 9% | 9%
7 | ? | -18% | -29% | 0%
8 | 4.6µM* | -27% | -35% | 1%
9 | 12% | 4% | 25% | -5%
10 | -10% | -14% | 13% | -3%
11 | 14% | 1% | -16% | -1%
12 | 4% | -4% | 13% | 4%

Further compounds follow:
no. | compound | KB-V1 cytotox | HT1080NT lethal | SW480 rerep | TDP-43 yeast inh | KB-3-1 cytotox
13 | O=C(NCc1ccccc1)C1CCN(S(=O)(=O)N2CCOCC2)CC1 | 19% | 2%[9.24 µM] | 1% | -23% | 7%
14 | Cc1cc2oc(C(=O)NCC(c3ccco3)N3CCCC3)c(C)c2cc1C (stereo not drawn) | 1% | ? | . | 4% | -1%
15 | CCOC(=O)COc1cc(Br)c(C2NC(=O)NC(C)=C2C(C)=O)cc1OCC (stereo not drawn) | -5% | 3% | -4% | -13% | 11%
16 | CC(C)=C1C(=O)NN(c2ccc(C)c(Cl)c2)C1=O | -8% | -4% | 17% | -20% | 11%
17 | O=C(CSc1nc2ccccc2c(=O)[nH]1)N1CCN(c2ccccc2F)CC1 | ? | -19% | -3% | -13% | -9%
18 | CCOc1ccc2ccccc2c1/C=N/n1cncn1 | 4% | 4% | -4% | -10% | 28%
19 | O=C1c2ccccc2C(=O)N1C1CCCCC1 | 18% | 0% | 13% | 0% | 18%
20 | Cc1cc(C)n(-c2nc(-c3ccccc3)cs2)n1 | -6% | 1% | 3% | -1% | -8%
21 | O=C(NCC1CCCO1)c1c(O)c2cccc3c2n(c1=O)CCC3 (stereo not drawn) | -19% | -11% | 1% | -15% | -5%
22 | COc1cccc(C(=O)NC2C(=O)N3C(C(=O)O)=C(COC(C)=O)CSC23)c1 (stereo not drawn) | 17% | 9% | -3% | 18% | 2%
23 | CCCCCCn1cc(C(=O)O)c(=O)c2cc(F)c(N3CCCCC3)cc21 | 0% | -4% | ? | -20% | -1%
24 | CC(=O)Nc1cccc(-c2ccnc3c2CC(C(=O)NC(C)C)O3)c1 (stereo not drawn) | -11% | -3% | . | 14% | -12%

no. | HT1080 IDH1KD tx | GLP1R cytotox | GLP-1R inv ag | GLP1R ag
13 | 1% | -14% | 2% | -19%
14 | ? | -7% | ? | 6%
15 | 8% | -13% | -1% | -1%
16 | -1% | 12% | ? | -34%[inhibitor]
17 | -13% | 1% | 9% | 15%
18 | 17% | 2% | -1% | 9%
19 | -3% | 0% | 1% | 0%
20 | -1% | 1% | 13% | 12%
21 | -16% | -8% | ? | -16%
22 | 8% | 2% | -11% | -4%
23 | -4% | 4% | 5% | 5%
24 | 18% | 7% | 26% | -4%

Profiles, looked up by structure:
Cc1cc2oc(C(=O)NCC(c3ccco3)N3CCCC3)c(C)c2cc1C (stereo not drawn) as listed: KB-V1 cytotox = 1%; HT1080NT lethal = ?; SW480 rerep = .; TDP-43 yeast inh = 4%; KB-3-1 cytotox = -1%; HT1080 IDH1KD tx = ?; GLP1R cytotox = -7%; GLP-1R inv ag = ?; GLP1R ag = 6%
O=C(NCc1ccccc1)C1CCN(S(=O)(=O)N2CCOCC2)CC1 as listed: KB-V1 cytotox = 19%; HT1080NT lethal = 2%[9.24 µM]; SW480 rerep = 1%; TDP-43 yeast inh = -23%; KB-3-1 cytotox = 7%; HT1080 IDH1KD tx = 1%; GLP1R cytotox = -14%; GLP-1R inv ag = 2%; GLP1R ag = -19%

Next results
no. | compound | KB-V1 cytotox | HT1080NT lethal | SW480 rerep | TDP-43 yeast inh | KB-3-1 cytotox
25 | COc1ccc(NC(=O)c2cc(-c3ccc(C)c(C)c3O)n[nH]2)cc1Cl | 5% | ? | ? | 5% | -2%
26 | CCOC(=O)c1c(C)oc2cc(Br)c(OC(C)C(=O)OCC)cc12 (stereo not drawn) | ? | -3% | ? | -15% | -9%
27 | CCOc1ccc(S(=O)(=O)NCCC(=O)NC2CCN(Cc3ccccc3)CC2)cc1 | -27% | 2% | -2% | 4% | -14%
28 | COCCCNC(=S)N1CCC(NC(=O)c2ccco2)CC1 | 3% | 3% | 8% | 20% | 8%
29 | COCCn1c(SCC(=O)c2ccccc2)nc2cc(C(=O)NC3CCCC3)ccc2c1=O | 7% | . | . | 14% | 8%
30 | C(=C\c1ccccc1)/C=N/Nc1nc(N2CCOCC2)nc(N2CCOCC2)n1 | 1% | 0% | -4% | -3% | -3%
31 | O=C(NCc1ccc(F)cc1)N1CCc2ccccc2C1 | 2% | 10% | -28% | 1% | -3%
32 | [O-][n+]1onc2c1CCC1N(O)C(c3ccccc3)CC21O (stereo not drawn) | 6% | 8% | -4% | 1% | 12%
33 | CC1(C(=O)NS(=O)(=O)Cc2cccc(Cl)c2)CCN1C(=O)Cc1cccs1 (stereo not drawn) | -18% | 3% | . | -2% | 2%
34 | CC1CCN(CC(=O)Nc2ccccc2-c2ccccc2)CC1 | -10% | 10% | ? | -7% | -1%
35 | CCCCN1C(=O)C(=O)N(CC(=O)Nc2sc(CC)cc2C(=O)OCC)C1=O | -2% | 13% | ? | -15% | 11%
36 | CN(/C=C/C(=C\C=[N+](C)c1ccccc1)OCCCS(=O)(=O)[O-])c1ccccc1 | 5% | 9% | 8% | 3% | 4%

no. | HT1080 IDH1KD tx | GLP1R cytotox | GLP-1R inv ag | GLP1R ag
25 | ? | -15% | ? | 2%
26 | -3% | 29% | 0% | -14%
27 | 7% | -3% | -23% | 5%
28 | 15% | 2% | 13% | 5%
29 | . | 4% | 6% | .
30 | -1% | -5% | 11% | 4%
31 | 6% | 4% | -18% | 8%
32 | 24% | 4% | 6% | 3%
33 | 18% | 9% | -2% | -1%
34 | 4% | 4% | 0% | 6%
35 | 11% | -2% | 0% | 18%
36 | 6% | 5%[0.307 µM] | -8%[0.307 µM] | -7%

Further structures:
no. | compound | KB-V1 cytotox | HT1080NT lethal | SW480 rerep | TDP-43 yeast inh | KB-3-1 cytotox
37 | O=C1CNC(=S)N1Cc1ccc(F)cc1 | -10% | 7% | -33%[inhibitor] | 13% | 1%
38 | O=C(NC1CCCCC1)C(c1ccnc2ccccc12)n1c(=O)c(-c2ccco2)nc2ccccc21 (stereo not drawn) | -6% | -26% | . | 15% | 4%
39 | O=C(NC1CCC(NC(=O)C(F)(F)C(F)F)CC1)C(F)(F)C(F)F (stereo not drawn) | 2% | 4% | ? | -10% | 2%
40 | CC1(C)C(=O)Nc2ccccc2N1C(=O)COC(=O)CNS(=O)(=O)c1ccc(F)c(F)c1F | -8% | 0% | -6% | -22% | -2%
41 | COc1ccccc1CN1CC(C(=O)NCc2cc(F)cc(C(F)(F)F)c2)CCC1=O (stereo not drawn) | -11% | -5% | -9% | -1% | -8%
42 | O=C(NC1CC2CCCC(C1)N2C(=S)Nc1ccc(Cl)cc1)C1CC1 (stereo not drawn) | -3% | 5% | -12% | -6% | ?

no. | HT1080 IDH1KD tx | GLP1R cytotox | GLP-1R inv ag | GLP1R ag
37 | 2% | 1% | -5% | -6%
38 | -27% | -4% | 5% | .
39 | -2% | -9% | 9% | 6%
40 | 0% | 7% | 19% | -7%
41 | -15% | -13% | ? | 13%
42 | -8% | 0% | ? | 4%
